Efflux pump inh: antifungal efflux pump inhibition, Nile Red retention | S. cerevisiae Candida pump triplex | inhibition, % at 10 µM | 330,000 compounds, 0.44% hits | AID 485275;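 active = plate passing quality check with inhibition over a set limit, or well fluorescence over plate mean plus 4 SD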;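 note: Nile Red retained in pooled yeast measured as flow cytometry median fluorescence; 0% = buffer negative control and 100% = Enniatin B positive control; higher means more Nile Red kept so more efflux inhibition; some compounds called inactive have numbers as strong as hits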
CR mimetic SO: yeast age-related superoxide inhibition as caloric restriction mimetic | S. cerevisiae aged cells, superoxide DHE fluorescence; active compounds read low | superoxide response (% of plate mean), % at 10 µM | 330,000 compounds, 0.18% hits | AID 2690;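 active = superoxide response under a set limit, about three screen SD below normal, cut at about 65% in these data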;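 note: yeast aged for seven days with compound at 30 °C before DHE staining; 100% = average MFI of all compound-treated wells on the plate with controls excluded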
GLD-1 RNA inh: GLD-1-TGE RNA interaction inhibition (C. elegans); purified GLD-1 + fluorescein TGE RNA, fluorescence polarization; 320,000 compounds, 0.44% hits; inhibition, % at 5.96 µM; Q17339;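 active = percent inhibition above a per-plate cutoff, the plate mean of test compounds plus 3 SD, cut at about 30% in these data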;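 note: 0% = DMSO wells with GLD-1 and probe and 100% = wells lacking GLD-1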
Target sequence (Q17339 whole entry, looked up): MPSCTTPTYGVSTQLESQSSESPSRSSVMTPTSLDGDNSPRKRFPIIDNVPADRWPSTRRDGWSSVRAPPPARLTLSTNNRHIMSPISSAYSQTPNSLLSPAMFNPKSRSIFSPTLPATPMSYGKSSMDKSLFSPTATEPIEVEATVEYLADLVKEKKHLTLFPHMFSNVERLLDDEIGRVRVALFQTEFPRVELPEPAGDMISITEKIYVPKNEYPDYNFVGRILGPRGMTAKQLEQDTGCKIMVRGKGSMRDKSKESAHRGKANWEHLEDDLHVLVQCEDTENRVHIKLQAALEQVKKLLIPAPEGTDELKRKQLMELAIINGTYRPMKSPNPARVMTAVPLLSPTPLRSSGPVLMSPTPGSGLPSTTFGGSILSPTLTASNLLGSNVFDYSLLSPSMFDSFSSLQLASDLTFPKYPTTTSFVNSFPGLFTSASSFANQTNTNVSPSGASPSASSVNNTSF
MEX-5 binding: C. elegans MEX-5 TCR-2 RNA binding activity | MEX-5/FITC-TCR2 RNA binding, fluorescence polarization; active compounds read low | activity score (negative = inhibition of binding), % at 10 µM | 300,000 compounds, 0.38% hits;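 active = inhibition past about -25% in most replicates, and total fluorescence under double the plate's negative control median, limit read from the data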;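 note: 0% = DMSO and -100% = 5 µM competing unlabeled TCR2 RNA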
BCLXL inh: Bcl-xL (human) inhibition; Q07817; GST-Bcl-xL / FITC-Bim BH3 peptide fluorescence polarization; inhibition, % at 10.9 µM; 320,000 compounds, 0.7% hits;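 active = inhibition above the mean of all tested compounds plus 3 SD, cutoff set per campaign, cut at about 30% in these data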;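 note: 0% = DMSO wells and 100% = unlabeled Bim-BH3 peptide competitor; inhibitors lower millipolarization by displacing the labeled peptide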
EBNA-1 inh: blocks EBNA-1 binding to DNA; EBNA-1 DNA binding, fluorescence polarization; inhibition, % at 14.8 µM; 300,000 compounds, 0.34% hits; in the data active = inhibition above about 28%
MCL1 BIM primary: disrupts human MCL1 binding to BIM-BH3 peptide | GST-MCL1 / FITC-Bim-BH3 fluorescence polarization | inhibition, % at 10.9 µM | 320,000 compounds, 0.68% hits;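 active = inhibition above the mean inhibition of all tested compounds plus 3 SD, set per campaign, cut at about 40% in these data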;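 note: 0% = DMSO wells and 100% = unlabeled Bim-BH3 peptide control; higher means more loss of mP so more displacement of Bim peptide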
ZTA counter: blocks Epstein-Barr virus ZTA, an EBNA-1 counter-screen; inhibition, % at 11 µM; 320,000 compounds, 0.15% hits; AID 2234; ZTA-DNA binding, fluorescence polarization; in the data active = inhibition above about 33%
Target sequence (P03206 whole entry, looked up): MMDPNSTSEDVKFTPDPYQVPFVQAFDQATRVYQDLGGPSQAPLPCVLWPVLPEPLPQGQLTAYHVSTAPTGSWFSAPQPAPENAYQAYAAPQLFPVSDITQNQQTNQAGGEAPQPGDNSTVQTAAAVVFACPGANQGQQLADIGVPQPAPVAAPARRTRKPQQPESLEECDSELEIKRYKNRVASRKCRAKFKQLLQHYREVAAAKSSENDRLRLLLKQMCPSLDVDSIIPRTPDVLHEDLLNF
Fam108B inh: counter-screen for RBBP9 inhibitors: inhibitors of mouse Fam108B; recombinant Fam108B, FP-Rh probe fluorescence polarization; inhibition, % at 9.51 µM; 300,000 compounds, 0.33% hits; AID 1947;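 active = inhibition above the screen mean inhibition plus 3 SD, computed separately per campaign, cut at about 18% in these data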;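 note: inhibitors lower polarization as less probe binds the enzyme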
* = called active by the depositor; . = no result given.

Structure,Efflux pump inh,CR mimetic SO,GLD-1 RNA inh,MEX-5 binding,BCLXL inh,EBNA-1 inh,MCL1 BIM primary,ZTA counter,Fam108B inh
CC(C)(C)NC(=O)c1cc(NC(=O)c2ccco2)cc(NC(=O)c2ccco2)c1,-0.2,85.8,0.1,-2.0,2.4,2.7,12.0,-4.5,3.2
COc1ccc(Cc2nnc(NC(=O)c3ccccc3F)s2)cc1OC,-0.2,106.0,-10.7,0.1,4.7,4.4,4.9,-12.9,-1.4
CCOc1ccccc1CNCc1ccc(C(=O)O)cc1,0.0,114.2,1.4,1.3,2.7,11.0,-0.5,18.3,0.9
Cc1ccc(CNS(=O)(=O)c2c(C(=O)N3CCCCC3)c(C)n(C)c2C)o1,-0.2,95.1,-1.0,-1.7,0.2,6.3,-3.8,8.0,-2.6
O=C(CSc1nnc2ccccn12)N1CCOCC1,0.2,90.5,6.0,-1.9,3.4,3.9,-0.9,-14.2,2.4
Cc1ccc(N(Cc2cc3ccc(C)cc3[nH]c2=O)C(=O)c2ccco2)c(C)c1,-0.2,85.4,6.3,1.5,6.4,2.5,1.7,15.5,-0.8
N#C/C(=C(/O)COC(=O)c1ccc2c(c1)OCCO2)c1nc2ccccc2[nH]1,0.0,103.0,-0.5,-2.4,2.5,8.6,-9.1,8.9,-0.5
Fc1ccc(-n2cc(CNCCc3cccnc3)c(-c3ccccc3Cl)n2)cc1,0.1,105.0,3.1,1.1,3.4,-3.0,-4.7,-20.6,-2.3
CCOC(=O)CC(NS(=O)(=O)c1ccc2[nH]cc(C(=O)O)c(=O)c2c1)c1ccc(OCC)c(OC)c1 (centres undefined),-0.3,100.2,8.3,-7.3,2.0,3.3,16.1,-27.7,-2.7
C/C(=N\NC(=O)c1ccc(-c2ccccc2)cc1)c1ccco1,0.0,97.5,1.0,-2.1,-0.2,2.5,-5.3,6.7,-3.3
CCCCCC(=O)Nc1nc(C)c(-c2csc(Nc3cc(Cl)ccc3C)n2)s1,0.2,113.1,-3.6,4.7,-0.3,-4.8,-0.9,0.9,10.3
NC(=O)CN1C(=O)C(=O)N(Cc2ccc(Cl)cc2)C1=O,0.0,97.0,3.2,5.0,4.4,-3.0,5.5,-6.8,6.2
CCCNC(=O)N1CCC(c2ccc3c(c2)OCO3)CC1,0.0,100.5,2.7,2.2,0.1,-4.2,-7.7,5.7,0.2
O=c1[nH][nH]c(-c2ccccc2)c1C=Nc1cccc(Cl)c1,0.1,106.2,-0.1,-1.5,0.6,7.7,1.8,10.6,-4.1
CC(C)NC(=O)C12CC3CC(C1)CC(C(=O)NC(C)C)(C3)C2,-0.1,95.6,3.3,1.3,-0.7,11.2,3.7,7.8,0.1
COc1cccc(C(=O)NCCN2CCN(c3ccccc3)CC2)c1,-0.1,96.5,7.3,-0.4,12.3,3.2,3.5,-6.7,1.7
O=C(CCn1nnc2ccccc21)OCC(=O)c1ccc(F)cc1,0.0,93.1,4.2,-1.3,1.8,-5.8,-1.3,-7.6,2.0
COc1cc(/C=C/C(=O)OCC(=O)Nc2oc(C)c3c(C)n[nH]c(=O)c23)ccc1OC(F)F,0.2,93.0,-3.2,-0.5,11.3,-5.7,-1.7,-3.5,7.0
CCCNC(=O)C(Cc1ccc(OC)cc1)NC(=O)c1ccc(C#N)cc1 (centres undefined),0.1,88.1,14.1,.,-3.0,.,-5.1,-0.1,.
O=C(Nc1ccc(Cl)cc1)Nc1cccc(C(=O)O)c1,0.1,104.3,-10.5,0.9,-1.1,2.2,-3.2,-17.1,-0.2
O=C(Nc1ccon1)C1CCN(S(=O)(=O)c2cccs2)CC1,0.1,98.3,10.0,-1.8,-1.2,-2.1,-6.4,10.8,0.4
Cc1oc2c(CN3CCCC3)c(O)ccc2c(=O)c1Oc1ccccc1Br,-0.1,99.3,6.4,-2.0,1.0,-6.1,0.2,-4.0,-4.8
Cc1ccc(-c2n[nH]c(=O)c3ccccc23)cc1S(=O)(=O)Nc1ccccc1,-0.6,98.0,6.3,2.4,-1.6,5.0,0.6,-6.8,-9.5
O=C1CCCC(O)=C1C1C2=C(CCCC2=O)OC2=C1C(=O)CCC2,0.2,90.1,-1.3,1.9,4.1,-15.2,-0.8,-8.0,0.0
CCn1cc(CN2CCC(n3nccc3NC(=O)C3CCCC3)CC2)c(C)n1,-0.7,107.9,-1.2,-3.8,2.2,2.5,-8.4,2.6,0.9
O=C(CCSc1nnc2scc(-c3ccccc3)n12)Nc1nc(-c2ccccc2)ns1,0.1,93.2,0.0,-4.3,2.1,-15.5,-3.2,-7.2,-5.4
Nc1c(C(=O)NCCC2=CCCCC2)sc2ccc(S(=O)(=O)N3CCCCC3)cc12,-0.1,101.0,-1.1,-1.1,1.9,5.3,1.8,-9.2,-3.2
COc1ccc(-c2nc(CSCC(=O)N3CCN(C)CC3)c(C)o2)cc1OC,0.4,102.3,6.3,-1.0,0.4,-3.7,-1.2,-4.2,2.7
COc1cccc(OC)c1OCCN1CCN(C(c2ccccc2)c2ccccc2)CC1,0.0,110.1,2.9,2.5,5.6,-3.4,7.3,3.9,4.3
Clc1ccccc1CSc1nnc(-c2cccnc2)n1Cc1ccco1,0.0,97.9,4.5,-1.1,-0.4,5.3,0.1,7.5,-0.3
O=C(NNc1ccc(Cl)nn1)c1ccc(Cl)cc1,-0.1,101.9,4.6,-1.6,-3.3,-8.2,5.8,2.6,0.1
O=C(O)C1=C[C@@H](c2coc3ccccc3c2=O)C[C@@H](OCCCCO)O1,0.1,111.8,-1.8,0.4,1.1,-2.2,-2.9,-5.3,0.5
CCOC(=O)C1=C(C)NC(=O)NC1c1ccc(NC(C)=O)cc1 (centres undefined),0.0,111.8,-1.2,0.5,2.6,2.3,1.5,-23.9,-1.6
COC(=O)c1cn(C(=O)c2ccc(OC)cc2)c2ccccc12,0.0,100.1,9.1,3.2,5.3,-5.3,5.4,-21.5,3.3
COC(=O)c1sccc1NC(=O)c1ccc(C)o1,0.3,81.1,5.9,-0.6,2.0,-11.2,3.6,4.8,1.8
CCCN1CN(Cc2ccccc2)CC2=C1CC(C)(C)CC2=O,0.0,111.5,7.4,0.5,8.9,9.5,4.1,6.0,-1.0
COc1ccc(OC)c(C2CC(=O)c3c([nH]c(C(=O)OCC4CCCO4)c3C)C2)c1 (centres undefined),-0.1,97.3,3.0,1.0,4.0,8.2,3.6,-3.0,-5.3
CCC(=O)Nc1nnc(Sc2ccc(N(C)C)cc2)s1,0.0,102.5,-0.2,.,3.5,-5.4,4.1,6.9,14.6
CCOc1cc(CNc2ccc3c(c2)CCC3)ccc1O,-0.2,95.9,-44.3,-1.4,16.4,7.5,20.6,-5.9,2.2
CC(C)C(=O)NC(C)C(c1cccs1)N1CCN(C)CC1 (centres undefined),-0.1,85.9,6.2,-0.9,-1.6,10.1,-0.6,-10.3,0.9
CSCC[C@H](NC(=O)OC(C)(C)C)C(=O)N/N=C/c1cccc2nccnc12,0.0,87.8,14.9,0.5,-2.5,-8.0,3.6,2.6,1.4
CC(=O)c1c(C)[nH]c(C(=O)N(CCc2ccccc2)Cc2ccccc2)c1C,-0.1,102.3,8.1,2.5,4.5,7.9,4.3,19.7,-0.6
Cc1ccc(C(=O)Nc2ncn[nH]2)cc1,-0.1,92.9,-0.3,59.5,5.3,1.4,13.5,11.4,-2.8
COc1ccc(C2CC(c3ccc(Br)cc3)=NN2C(=O)CSC2=NN3CCCC(=O)N=C3S2)cc1 (centres undefined),0.2,98.8,-5.8,2.1,5.5,2.9,1.9,9.2,-1.0
CC(C)(CN1CCCC1)NS(=O)(=O)c1ccc(Cl)cc1,0.2,99.7,-2.0,3.0,3.9,5.6,-1.0,-3.2,9.9
S=c1[nH]nc(CNc2cccc(Cl)c2)o1,-0.3,77.6,5.4,1.3,-16.7,6.2,-5.8,7.4,0.4
CCCn1c(C)cc(-c2csc(N)n2)c1C,0.1,101.3,12.1,-13.5,17.7,-14.3,18.9,-17.3,-1.8
O=C1CCCS(=O)(=O)c2ccccc21,0.0,117.2,6.7,-0.5,4.3,8.9,1.4,14.7,-4.0
CCOC(=O)C1CCCN(Cc2nc(Cc3cccc(F)c3)no2)C1 (centres undefined),0.0,103.2,-0.8,0.6,3.3,12.0,6.4,-5.8,-2.0
CCc1nn(C(CC)C(=O)NCc2cccs2)c(=O)c2cc3occc3n12 (centres undefined),0.0,75.5,0.3,0.8,2.4,2.3,1.2,14.2,-0.8
Cc1cc2nnn(-c3nnc(-c4ccccc4)c4ccccc34)c2cc1C,0.1,96.3,-0.6,-1.3,0.3,-15.0,-0.4,-8.9,5.1
CC1=CCC(C(=O)O)(C(=O)N/N=C/c2cccnc2)C(c2ccccc2)C1 (centres undefined),0.1,108.0,2.8,-1.5,6.1,-6.2,4.3,-6.9,4.8
COc1cccc(-c2noc(-c3ccc(Cl)nc3)n2)c1,0.0,87.4,-1.9,2.1,5.5,-15.2,4.0,7.9,4.1
CC(C)(C)C(=O)Cn1nc(Cl)nc1Cl,-0.1,77.1,-2.1,1.0,2.3,-3.6,3.4,-14.8,1.0
O=C(NC1CC1)C1=C[C@H](c2csc3ccccc23)C[C@H](OCCCCO)O1,0.0,99.8,-2.1,-0.2,0.5,2.3,1.5,16.4,-2.9
COc1ccc(-n2nc3c(c2NC(=O)C2CCCC2)CS(=O)(=O)C3)cc1,0.2,99.4,-1.7,-1.9,4.3,3.4,0.8,10.6,-1.0
O=C(/C=C/c1ccccc1Cl)NC(=S)Nc1ccccc1C(=O)NC1CCCCC1,0.2,111.8,1.2,0.5,-0.2,5.0,7.7,-9.0,0.7
